# Source: PubChem BioAssay (several laboratories)
# HRas wt GTP bind: modulators of GTP binding to HRas wildtype, primary screen, biochemical, bead-based flow cytometry, multiplex | 190,000 tested, 0.14% active | GST-Ras wt beads, Bodipy-FL-GTP binding; actives lie on both sides | GTPase HRas (Homo sapiens), P01112 | GTP binding activity, % at 10 µM | AID 759, 2007;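 active = GTP binding activity at least 20% away from the 100% baseline, either lowered as inhibitor or raised as activator; inconclusive = flagged as likely green fluorescent, judged across all proteins in the well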;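 note: 0% = unlabeled GTP competition control and 100% = no-compound control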
# Target sequence (P01112 whole entry, looked up): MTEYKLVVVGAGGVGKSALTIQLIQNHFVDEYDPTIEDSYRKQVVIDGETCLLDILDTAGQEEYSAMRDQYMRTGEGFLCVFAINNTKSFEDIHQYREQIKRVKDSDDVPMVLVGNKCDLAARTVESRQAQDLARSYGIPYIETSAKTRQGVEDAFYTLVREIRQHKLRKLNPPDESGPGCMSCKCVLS
# Rac1 wt GTP bind: wildtype Rac1 GTP binding modulators, primary screen, biochemical, GST-Rac1 beads, flow cytometry, multiplex. Ras-related C3 botulinum toxin substrate 1 (Homo sapiens), P63000. fluorescent GTP binding; actives lie on both sides; 0 = cold GTP competed, 100 = untreated. 190,000 tested, 0.27% active. GTP binding activity (% of control), % at 10 µM;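 active = GTP binding activity at least 20 points away from the 100% control level, either lower or higher; inconclusive = compound flagged as likely green fluorescent, judged across all proteins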
# Rab2 wt GTP: modulators of GTP binding to Rab2A wildtype, primary screen, biochemical, dog, bead-based flow cytometry, multiplex; Ras-related protein Rab-2A (Canis lupus familiaris), P61105; 190,000 tested, 0.19% active; GTP binding activity, % at 10 µM; GST-Rab2 wt beads, Bodipy-GTP binding; AID 760, 2007;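 active = GTP binding activity at least 20 points away from 100%, either lowered or raised; inconclusive = signal likely due to the compound's own green fluorescence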;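 note: 0% = beads with excess unlabeled GTP and 100% = no-compound control corrected for plate trend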
# Rab7 wt GTP bind: modulators of GTP binding to Rab7, primary screen, biochemical, wildtype, multiplex bead flow cytometry | Rab7 GTPase wild type (dog), Bodipy-FL-GTP binding | GST-Rab7 beads, fluorescent GTP binding; actives lie on both sides; untreated = 100%, excess cold GTP = 0% | GTP binding activity (percent of control), % at 10 µM | 190,000 tested, 0.055% active;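 active = fluorescent GTP binding to Rab7 beads changed by at least 20 points from the 100% baseline, either direction, mostly lower; inconclusive = compound itself probably fluorescent, or too few beads counted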;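 note: median green fluorescence of bound Bodipy-FL-GTP per Rab7 bead population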
# Mcl1-Bid inh: Mcl-1/Bid binding inhibitors, primary screen, biochemical, TR-FRET, 1536-well | Induced myeloid leukemia cell differentiation protein Mcl-1 (Homo sapiens), Q07820 | TR-FRET Mcl-1/Bid-Dy647 peptide binding | inhibition, % at 21.7 µM | 220,000 tested, 0.97% active | AID 1021, 2008;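 active = compounds that cut the binding signal by more than half at the single screening dose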;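 note: His-tagged Mcl-1 with europium anti-His antibody binding Bid BH3 peptide; 0% = Mcl-1 plus peptide wells and 100% = peptide-only wells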
# Rac1 mut GTP: GTP binding modulators of activated mutant Rac1, primary screen, biochemical, bead-based flow cytometry, multiplex, fluorescent GTP. Ras-related C3 botulinum toxin substrate 1 (Homo sapiens), P63000. GST-Rac1 activated beads; actives lie on both sides; 100% means binding = to untreated wells. percent activity (GTP binding), % at 10 µM. 190,000 tested, 0.11% active;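 active = GTP binding at least 20 percentage points away from the 100% baseline, in either direction, so actives lie on both sides; inconclusive = Compound likely fluorescent itself, or too few beads counted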
# Mcl-1 Bim block: inhibitors of Bim peptide binding to Mcl-1, primary screen, biochemical, bead-based flow cytometry, multiplex | Induced myeloid leukemia cell differentiation protein Mcl-1 (Homo sapiens), Q07820 | Bim peptide-Mcl-1 binding | inhibition, % at 10 µM | 190,000 tested, 0.1% active | AID 1009, 2008; in the data active = inhibition above about 40%;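 note: 0% = no compound tracer wells and 100% = peptide blocker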
# RGS8-Gao: RGS8-Galphao binding modulators, primary screen, biochemical, multiplexed bead flow cytometry; Guanine nucleotide-binding protein G(o) subunit alpha (Homo sapiens), P09471; actives lie on both sides; response (percent of control binding), % at 10 µM; 220,000 tested, 0.34% active; in the data active = response below about 60% or above about 140%; inactive = in between;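 note: Galphao activated as the GDP aluminium fluoride complex binding bead-coupled RGS8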
# Target sequence (P09471 whole entry, looked up): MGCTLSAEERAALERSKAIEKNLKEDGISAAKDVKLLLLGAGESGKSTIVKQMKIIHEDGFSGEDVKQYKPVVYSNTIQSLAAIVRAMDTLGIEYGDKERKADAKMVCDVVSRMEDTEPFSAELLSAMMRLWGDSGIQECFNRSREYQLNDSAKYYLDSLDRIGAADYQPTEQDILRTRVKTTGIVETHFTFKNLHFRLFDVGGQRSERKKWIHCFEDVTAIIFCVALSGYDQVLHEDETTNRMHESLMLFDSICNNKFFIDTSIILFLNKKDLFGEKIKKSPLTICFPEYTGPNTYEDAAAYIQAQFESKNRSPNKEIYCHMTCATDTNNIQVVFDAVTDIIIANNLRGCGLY
# Cdc42 wt: modulators of GTP binding to wildtype Cdc42, primary screen, biochemical, multiplex bead flow cytometry, Bodipy-GTP | Cell division control protein 42 homolog (Homo sapiens), P60953 | GST-Cdc42 beads; actives lie on both sides | percent activity (GTP binding), % at 10 µM | 190,000 tested, 0.2% active | AID 761, 2007;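 active = percent activity GTP binding at least 20 points away from the 100% baseline, either down as inhibitor or up as activator; inconclusive = compound flagged as likely green fluorescent from well-wide comparison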;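 note: median bead fluorescence of bound Bodipy-FL-GTP at 100 nM; 0% = excess unlabeled GTP control and 100% = no compound control; below 100% means less GTP binding so inhibitor and above means activator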
# Target sequence (P60953 whole entry, looked up): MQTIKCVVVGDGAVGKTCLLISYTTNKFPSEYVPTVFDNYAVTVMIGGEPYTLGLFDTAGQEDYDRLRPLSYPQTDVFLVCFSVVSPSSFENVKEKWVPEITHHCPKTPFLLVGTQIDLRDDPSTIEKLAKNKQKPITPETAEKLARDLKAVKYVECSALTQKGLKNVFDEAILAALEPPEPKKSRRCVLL
# Pf gametocyte: late stage P. falciparum gametocyte viability inhibitors, primary screen, ATP luminescence, HTS. P. falciparum stage V gametocytes, 24 h. AID 743093, 2013. inhibition, % at 10.9 µM. 150,000 tested, 0.065% active;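 active = inhibition above the mean plus 3 SD of compounds within the control limits, set per campaign, cut at about 38% in these data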;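 note: 0% = DMSO wells and 100% = medium only without gametocytes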
# Mcl1 Noxa PPI: Mcl-1/Noxa binding inhibitors, primary screen, biochemical, TR-FRET, 1536-well | Induced myeloid leukemia cell differentiation protein Mcl-1 (Homo sapiens), Q07820 | TR-FRET Mcl-1/Noxa peptide binding, 2 h | inhibition, % at 21.7 µM | 220,000 tested, 1.5% active;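 active = compounds that cut the protein-peptide binding signal by more than 50% relative to plate controls in a single-dose test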;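 note: His-tagged Mcl-1 with rhodamine Noxa BH3 peptide and terbium anti-His antibody; 0% = Mcl-1 plus Noxa peptide wells and 100% = peptide-only wells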
# Numbers without * were called inactive; u = inconclusive; x = not tested or not shown.
SMILES,HRas wt GTP bind,Rac1 wt GTP bind,Rab2 wt GTP,Rab7 wt GTP bind,Mcl1-Bid inh,Rac1 mut GTP,Mcl-1 Bim block,RGS8-Gao,Cdc42 wt,Pf gametocyte,Mcl1 Noxa PPI
S=c1[nH]nc(-c2ccccc2)n1/N=C/c1ccc(-c2ccccc2Cl)o1,98,97,98,97,34,100,-3,101,98,13,64*
Cc1sc2ncn(CC(=O)OC(C)C)c(=O)c2c1C,101,100,103,96,-22,99,-1,102,101,x,-7
O=C(O)CCNc1ccc2c(c1)OCCO2,101,107,99,99,-41,101,1,97,105,x,10
Cc1ccc(CN2CCN(C(=O)C3CCC3)CC2)cc1,101,101,101,101,-29,98,0,102,104,x,14
CC(=O)c1cc2c(cc1NS(=O)(=O)c1ccc(F)cc1)OCO2,97,100,98,100,-21,97,-2,99,96,4,43
O=C1CC(SCc2nc3ccccc3[nH]2)C(=O)N1c1ccc(Cl)cc1 (stereo not given),99,102,100,99,-29,99,-7,101,99,-1,21
COc1ccc(C2=NOC(C(=O)Nc3cc(C)nn3-c3ccccc3)C2)cc1OC (stereo not given),101,104,101,99,-8,101,1,100,102,x,-7
COc1ccccc1-c1nnc2sc(-c3ccc(N(C)C)cc3)nn12,100,99,99,101,-22,98,0,101,99,-6,41
COc1ccc2occ(C(C)=O)c2c1,101,103,100,102,-2,100,-2,102,102,x,-2
CCOC(=O)c1sc(C)c2c(=O)n(Cc3ccc(Cl)cc3)c(C)nc12,99,100,98,96,-45,99,2,106,99,10,-14
CC(C)C(NC(=O)c1ccccc1F)C(=O)Nc1nccs1 (stereo not given),99,99,98,100,-25,97,0,103,96,4,-14
C/C=C/c1ccc(OCCCCN2C(=O)NC(C)(C)C2=O)c(OC)c1,95,93,93,99,-31,93,-1,105,93,x,3
Cc1ccc(NC(=O)CSc2nn(-c3ccccc3)c(=S)s2)cc1S(=O)(=O)N(C)C,101,102,98,95,-28,101,-7,101,97,x,14
COc1ccc2oc(/C=C/N(C)C)c(C(=O)c3ccc(Cl)cc3)c2c1,94,91,90,95,-19,92,0,96,91,x,x
COc1cc(OC)cc(C(=O)NC(=S)Nc2ccc3c4c(cccc24)CC3)c1,98,94,97,101,-8,94,-3,105,96,16,19
N#Cc1ccc(CSc2nnc(Cc3cccs3)n2Cc2ccco2)cc1,101,106,100,99,3,99,2,117,101,x,36
CCCc1cc(=O)oc2cc(OCC(=O)OC)cc(OCC(=O)OC)c12,109,106,111,104,-25,103,-2,102,111,x,7
CN(C)/C=C1\C(=O)ON=C1c1ccccc1,97,102,99,99,6,98,1,105,102,-12,1
CCc1ccc(NC(=O)C2CCCN(S(=O)(=O)c3c(C)[nH]c(=O)[nH]c3=O)C2)cc1 (stereo not given),94,97,97,94,-5,94,2,102,97,-18,2
CCCN1CCCc2ccccc21,99,98,96,99,28,95,-2,100,97,9,32
COc1ccccc1N=C(C)C1=C(O)COC1=O,99,102,97,96,-46,98,0,102,99,x,7
Cc1c(C(=O)O)c(C(=O)O)nc2ccc(N3CCOCC3)cc12,93,95,91,94,-30,94,0,96,92,x,15
CC(=O)c1ccc(OCC(C)C)c(CN2CCCCC2)c1,101,107,102,101,2,100,-2,103,103,8,5
CC(=O)Nc1ccc(C(=O)Nc2ccc(S(=O)(=O)NCC3CCCO3)cc2)cc1 (stereo not given),99,96,97,99,-35,96,0,98,96,-1,-1
Cc1nc2ccc(N=NC3=C(O)CC(C)(C)CC3=O)cc2s1,100,103,100,94,-53,98,-3,97,104,x,16
CCOC(=O)C(C)(C)N(Cc1cccc(C)c1)S(=O)(=O)c1cccc([N+](=O)[O-])c1,100,103,98,101,2,100,1,92,106,-8,15
COc1ccc2c(c1OC)C(=O)OC2CC(=O)c1ccc(O)cc1 (stereo not given),101,106,102,96,-6,101,-2,99,102,x,10
O=C(CNc1cccc([N+](=O)[O-])c1)N/N=C/c1ccc(F)cc1,96,100,95,94,-21,93,1,104,95,-19,3
CCOC(=O)N1CCN(Cc2nc3c(c(=O)n(C)c(=O)n3C)n2Cc2ccccc2)CC1,98,102,100,101,-3,98,-2,105,99,x,11
COC(=O)c1cccc(NC(=O)Cc2coc3cc(OC)ccc23)c1,98,104,98,98,-22,97,-9,97,105,x,21
COc1ccccc1NCC(O)Cn1c2ccccc2c2ccccc21 (stereo not given),102,107,100,99,-28,101,0,101,104,-12,9
O=[N+]([O-])c1ccccc1S(=O)(=O)N1CCN(CC2CC=CCC2)CC1 (stereo not given),94,94,95,96,5,93,0,101,103,24,27
CS(=O)(=O)c1ccc2nc(NC(=O)CCN3C(=O)c4ccccc4C3=O)sc2c1,97,101,98,95,-3,99,-5,103,96,-2,7
Cc1ccc(C)c(Cn2c(C)nc3c(sc(=S)n3-c3ccccc3)c2=O)c1,97,99,96,99,-2,95,0,100,98,13,8
CC(C)C(CCN1C(=O)c2ccccc2C1=O)c1ccco1 (stereo not given),101,102,100,100,-12,99,0,101,100,14,20
CNc1nc(CC(C)=O)ns1,96,97,94,94,0,97,1,98,97,x,18
COc1cc(S(=O)(=O)N2CCOCC2)cc(C(=O)c2nccn2C)c1OC,102,107,103,102,-45,101,2,101,104,-32,-6
CCCc1ccc(OCC(=O)NNC(=O)c2cccnc2)cc1,98,99,98,97,-18,94,-1,100,97,x,9
Cc1c(C#N)c2ccccc2n1CCOc1ccccc1F,97,99,97,100,-23,98,0,108,97,-13,7
O=C(O)C1C2C=CC(O2)C1C(=O)NCc1ccc2c(c1)OCO2 (stereo not given),99,106,100,98,-17,97,-5,105,103,-51,6
CCOC(=O)N1CCN(c2cc(=O)n(-c3ccc(OCC)cc3)c(=O)[nH]2)CC1,100,96,98,97,-25,96,-1,101,99,x,29
CCOc1cccc(SCc2noc(C(=O)NCC3CCCO3)c2C(=O)O)c1 (stereo not given),96,94,95,97,1,93,-1,100,94,x,32
Cc1c(C(=O)N2CCC(C)CC2)oc2ccc(S(=O)(=O)N3CCC4(CC3)OCCO4)cc12,98,105,98,98,-30,100,2,103,100,12,10
CC1CCCCC1NC(=O)CSc1nnc(CNC(=O)c2ccccc2)n1C (stereo not given),98,97,101,103,-8,98,-11,99,96,5,7
Cc1ccc(-c2cc(C(=O)N/N=C/c3cccnc3)n[nH]2)o1,101,101,97,96,-49,98,-3,98,101,x,-2
C=CCN(CC=C)CCOc1ccc(OC(C)C)cc1,96,98,96,95,20,96,0,99,95,-15,23
Cc1ccc(N2CCN(S(=O)(=O)N(C)C)CC2)cc1Cl,94,93,93,91,-12,92,0,90,97,-31,7
CNS(=O)(=O)c1ccc(C)c(S(=O)(=O)NC)c1,99,101,96,101,4,102,-1,102,101,x,-5
CCCC(C)NC(=O)COC(=O)c1ccccc1SCC(=O)NC(C)CCC (stereo not given),90,96,93,90,-12,96,0,96,95,x,-2
O=C(N/N=C/c1cccc(OC(=O)c2ccc3c(c2)OCO3)c1)c1cncc(Br)c1,98,98,96,102,-47,97,-3,105,96,-17,-82

# Further compounds
SMILES,HRas wt GTP bind,Rac1 wt GTP bind,Rab2 wt GTP,Rab7 wt GTP bind,Mcl1-Bid inh,Rac1 mut GTP,Mcl-1 Bim block,RGS8-Gao,Cdc42 wt,Pf gametocyte,Mcl1 Noxa PPI
CCn1c2ccccc2c2cc(/C=N/NC(=O)c3cccc(C)c3)ccc21,98,96,95,97,-3,96,2,99,98,x,11
Cc1ccccc1N=C1NC(=O)/C(=C/c2cccn2-c2cccc(C(=O)O)c2)S1,84,85,82,85,15,81,-2,98,84,-2,40
COc1ccccc1C1C(C(=O)NCc2ccccc2)=C(C)Nc2ncnn21 (stereo not given),104,105,106,105,4,100,-9,100,105,2,10
COc1ccc2cc(C)c3nnc(SCC(=O)Nc4nc(-c5ccc(F)cc5)cs4)n3c2c1,u,u,u,u,45,u,-5,100,u,x,-32
Cc1ccc(C)c(C2=NNC(=NCc3ccccc3)SC2)c1,98,101,99,95,-41,98,0,100,98,0,1
CCn1c(-c2c[nH]c3ccccc23)n[nH]c1=S,106,108,107,106,-11,101,-11,97,105,-1,14
O=C1NC(=S)S/C1=C\c1ccc(SCc2ccco2)o1,90,95,90,92,62*,90,-2,92,91,x,98*
COC(CNC(=O)CNC(=S)N(Cc1ccccc1)Cc1cccnc1)OC,98,100,100,106,-17,94,-2,95,96,-7,21
Cc1ccc(SCC(=O)Nc2ccc(-c3nc4ccccc4[nH]3)cc2)cc1,101,102,102,103,-19,99,-3,103,104,-23,29
Cc1cccc(NC(=O)NC2CC(=O)N(c3ccc4c(c3)OCCO4)C2)n1 (stereo not given),96,95,99,95,-7,95,-1,100,95,11,14
Cc1ccc(N2C(=O)CC(SCC(=O)Nc3ccc(S(N)(=O)=O)cc3)C2=O)cc1 (stereo not given),96,95,96,102,-34,92,2,97,95,-5,18
CCOC(=O)c1cnc2c(C)cc(C)cc2c1Nc1ccc(S(=O)(=O)Nc2ncccn2)cc1,97,94,94,98,-5,98,-1,102,96,2,19
CC(C)CN1C(=S)SC(C)(C)C1n1oc(=O)n(-c2ccccc2)c1=O (stereo not given),98,102,102,98,19,98,13,82,101,0,4
O=C(/C=C/c1ccccc1)NC(NC(=S)Nc1cccc(Cl)c1)C(Cl)(Cl)Cl (stereo not given),98,100,97,101,-10,96,-2,100,96,29,0
CCOC(=O)c1cc(CC)sc1NC(=O)CSc1nc2ccccc2c(=O)n1Cc1ccco1,103,104,100,102,-19,103,0,102,101,-4,-4
CC(=O)Nc1ccc(C(=O)CSc2nc3ccc(C)cc3[nH]2)cc1,99,103,98,100,-41,101,-6,103,100,-13,47
